AGP1 TOR yeast: alters AGP1-GFP fluorescence in TOR pathway yeast screen; S. cerevisiae AGP1-GFP multiplex flow cytometry, 3 h; GFP as percent of DMSO wells; 320,000 tested, 0.02% active; GFP response vs DMSO, % at 10 µM;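 active = GFP response relative to DMSO above a set limit, near screen average plus 3 SD, cut at about 150% in these data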;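 note: median GFP channel fluorescence of the gated AGP1 strain per well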
MEP2 TOR yeast: modulators of TOR pathway MEP2-GFP in S. cerevisiae; 330,000 tested, 0.51% active; S. cerevisiae MEP2-GFP strain, flow cytometry GFP, 3 h; 100% = DMSO control level; GFP response vs DMSO, % at 10 µM;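 active = GFP response versus DMSO above a set limit, roughly screen mean plus 3 SD, cut at about 180% in these data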;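 note: median GFP fluorescence of the barcode-gated MEP2-GFP cells per well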
CIT2 TOR yeast: alters CIT2-GFP fluorescence in TOR pathway yeast screen; S. cerevisiae CIT2-GFP strain, flow cytometry, 3 h; 100 means same as DMSO wells; GFP response vs DMSO, % at 10 µM; 320,000 tested, 0.065% active;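 active = GFP response relative to DMSO above a set limit, near the screen mean plus 3 SD, cut at about 150% in these data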;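 note: ratio of well median GFP fluorescence to mean of DMSO wells on the plate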
RPL19A-GFP yeast: alters RPL19A-GFP fluorescence in TOR pathway yeast screen; S. cerevisiae RPL19A-GFP strain, flow cytometry, 3 h; stronger effect = lower value; percent response vs DMSO, % at 10 µM; 330,000 tested, 0.3% active; AID 2025;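 active = percent response vs DMSO below 50%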;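 note: median channel GFP fluorescence of the barcoded RPL19A-GFP strain; ratio of sample median GFP to plate DMSO average so 100% = DMSO; lower means less RPL19A-GFP as with rapamycin TOR inhibition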
proCasp3 act: activates human procaspase-3. activation, % at 8.5 µM. 330,000 tested, 0.11% active. P42574. AID 463141. recombinant procaspase-3 D3A, Ac-DEVD-pNA absorbance 405 nm;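 active = activation above the mean of all tested compounds plus 3 SD, cut at about 21% in these data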;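 note: 0% = DMSO alone and 100% = DMSO wells spiked with extra 5 µM PC-3 D3A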
Target sequence (P42574 whole entry D9A/D28A/D175A): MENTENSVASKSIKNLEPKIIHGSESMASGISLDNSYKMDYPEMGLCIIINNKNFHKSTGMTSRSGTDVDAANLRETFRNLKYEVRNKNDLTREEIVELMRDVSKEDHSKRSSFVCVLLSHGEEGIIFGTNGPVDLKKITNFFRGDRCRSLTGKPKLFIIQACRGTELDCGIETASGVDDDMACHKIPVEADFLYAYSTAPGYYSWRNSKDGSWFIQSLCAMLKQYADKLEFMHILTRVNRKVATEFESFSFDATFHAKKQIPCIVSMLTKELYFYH
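Evaluation: percent activation relative to control range; Material: Procaspase-3 D3A mutant, all three cleavage aspartates alanine; Compound: single dose, 8.5 µM nominal compound, 0.8% DMSO; Replication: one well per compound; Signal: absorbance at 405 nm, 0 and 120 min; Schedule: 1 h preincubation plus 2 h reaction at 25 °C.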
procasp7 counter: counter-screen for procaspase-3 activators: activators of human procaspase-7; P55210; recombinant procaspase-7, Ac-DEVD-pNA absorbance 405 nm; D23A/D198A/D206A triple mutant, cannot self-cleave; scale: DMSO 0, 5 µM enzyme 100; activation, % at 8.5 µM; 330,000 tested, 0.093% active; AID 463210;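 active = percent activation above the screen-wide mean plus 3 SD, cut at about 25% in these data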
Target sequence (P55210 whole entry D23A/D198A/D206A): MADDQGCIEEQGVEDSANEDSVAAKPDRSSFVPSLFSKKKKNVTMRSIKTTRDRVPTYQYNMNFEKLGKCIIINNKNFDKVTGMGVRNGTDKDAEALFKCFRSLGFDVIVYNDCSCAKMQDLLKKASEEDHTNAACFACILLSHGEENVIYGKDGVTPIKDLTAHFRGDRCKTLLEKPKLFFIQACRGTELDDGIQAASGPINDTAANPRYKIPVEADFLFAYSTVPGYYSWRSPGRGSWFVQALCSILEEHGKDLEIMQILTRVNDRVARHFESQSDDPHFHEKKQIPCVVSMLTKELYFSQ
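Detection: p-Nitroaniline absorbance at 405 nm, read at 0 and 120 min; system: Uncleavable procaspase-7 mutant enzyme; evaluation: % activation from two-timepoint absorbance difference, scaled to controls; times: 1 h enzyme–compound preincubation and 2 h substrate reaction, both 25 °C; buffer or medium: Zinc-free HEPES pH 7.4 with 300 mM NaCl, 0.01% Triton X-100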
LAP4 TOR yeast: alters LAP4-GFP fluorescence in TOR pathway yeast screen. S. cerevisiae LAP4-GFP multiplex, flow cytometry GFP, 3 h; median GFP as percent of DMSO wells. GFP response vs DMSO, % at 10 µM. 320,000 tested, 0.34% active. AID 2023;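 active = GFP response vs DMSO above a set limit, about the screen mean plus 3 SD, cut at about 150% in these data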
AHR activator: activators of human aryl hydrocarbon receptor | P35869 | AHR-responsive luciferase reporter cells, luminescence | activation, % at 5 µM | 320,000 tested, 2.5% active | AID 2796; in the data active = activation above about 47%;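 note: 0% = vehicle wells and 100% = reference agonist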
* = called active by the depositor; . = no result given.

SMILES	AGP1 TOR yeast	MEP2 TOR yeast	CIT2 TOR yeast	RPL19A-GFP yeast	proCasp3 act	procasp7 counter	LAP4 TOR yeast	AHR activator
Cc1ccc(Sc2ccncc2S(N)(=O)=O)cc1	104.2	95.6	104.3	108.6	-7.3	0.6	106.4	3.0
Cc1ccc(NC(=O)CN2CCOCC2)cc1C	103.3	105.3	107.6	105.8	-6.1	0.8	95.8	-0.6
Cc1cc(C)cc(C(=O)NCC(=O)OCC(=O)Nc2ccc(C)cc2Br)c1	92.1	101.9	92.5	96.1	-1.0	2.7	92.4	-0.5
COc1ccccc1NS(=O)(=O)c1ccc(NN=C2CCCC2)c([N+](=O)[O-])c1	91.5	106.2	97.2	94.2	-10.3	0.4	90.0	1.8
C/C(CC(=O)Nc1cccc(Cl)c1Cl)=N\NC(=O)c1ccccc1C	92.0	90.8	87.3	93.2	1.2	-0.3	93.7	28.8
COc1ccc(NC(=O)CSc2ccc3nnc(-c4ccccn4)n3n2)c(OC)c1	101.9	98.9	97.2	100.5	3.7	4.2	114.3	4.4
O=C(COC(=O)CCSc1ccccc1)Nc1ccc(F)cc1Cl	98.0	102.7	101.5	100.8	13.1	-3.8	97.8	-1.4
COc1ccc(CNC(=O)CSCc2cnn(-c3ccccc3)c2-n2cccc2)cc1	98.8	95.5	89.1	96.5	0.1	7.8	101.6	-3.4
Cc1ccccc1NC(=O)CCOc1ccccc1	89.0	101.2	90.8	99.3	.	.	93.6	.
NC(=O)c1ccc(NC(=O)CSc2nnc(C3CCCCC3)n2N)cc1	90.6	109.1	96.6	98.5	0.0	5.9	90.0	1.8
Nc1nc(N(Cc2ccccc2)Cc2ccccc2)nc(C(F)(F)F)n1	111.7	115.0	110.6	108.9	1.8	1.7	108.2	2.0
CCOc1ccccc1NC(=O)CSc1nnc(CNC(=O)c2cc(OC)c(OC)c(OC)c2)o1	93.3	100.2	98.2	96.5	5.4	8.2	90.6	0.5
O=C(CC1C(=O)NCCN1Cc1ccccc1C(F)(F)F)NC1CCCCCC1 (configuration not stated)	92.9	101.7	98.2	96.3	8.3	-0.1	88.3	-0.6
COc1ccc(C=NCC2OCCc3ccccc32)cc1OC (configuration not stated)	97.0	106.5	105.3	99.9	2.2	7.3	88.1	-1.4
Cc1cc(C)c2c(n1)sc1c(=O)n(Cc3ccc(F)cc3)cnc12	98.6	89.1	88.8	94.3	5.5	-3.6	89.0	-1.2
CCNc1nc(N)nc(Oc2ccc(OCC)nn2)n1	101.1	101.0	95.8	97.8	7.3	-10.0	104.2	-0.4
COCCNC(=O)/C(C#N)=C/c1ccc(-c2ccc(S(=O)(=O)N3CCOCC3)cc2)o1	105.9	105.0	102.5	107.4	-7.8	-4.1	94.6	-1.8
CN(C)c1cc(=O)n2c(n1)SCCC2	97.3	96.1	104.8	96.2	3.9	2.8	99.4	2.2
COc1ccccc1CNc1ncnc2nc[nH]c12	100.5	87.2	83.6	99.6	-1.8	-5.1	86.4	7.3
COc1ccc(CNC(=O)C2CCCN2S(=O)(=O)c2ccc(C)cc2)cc1 (configuration not stated)	97.0	92.8	89.0	97.3	6.0	8.0	102.9	0.8
O/N=C/c1ccnc(SCc2ccc(Cl)cc2)n1	92.9	88.8	81.6	91.2	0.6	8.8	131.9	-1.9
O=C(CN(Cc1ccco1)C(=O)CNS(=O)(=O)c1ccc(F)cc1)NCCc1ccccc1	109.2	98.2	104.8	102.2	8.6	6.6	94.5	3.4
Cc1ccccc1OCC(=O)N/N=C1\CCOc2c(C)cccc21	104.9	101.8	107.8	100.0	-4.7	4.5	105.3	1.3
Cc1cc(NC(=O)COC(=O)[C@H](Cc2c[nH]c3ccccc23)NC(=O)c2ccc(F)cc2)no1	104.9	102.3	98.8	93.8	0.2	-4.5	103.7	2.6
CCOC(=O)C(OC(=O)c1sc(=S)n(C)c1C)C(C)=O (configuration not stated)	99.7	102.5	97.8	96.6	9.9	6.6	99.1	0.3
CC(=O)Nc1ccc(NC(=O)c2sc3nc4n(c(=O)c3c2C)CCCCC4)cc1	112.8	112.5	102.6	105.8	6.6	-2.4	95.8	-8.1
O=C(CN1C(=O)COc2ccccc21)N1CCN(C2CCCCC2)CC1	109.7	97.8	107.4	104.4	-4.2	-1.5	101.0	12.8
COC(=O)N1CCN(CCc2ccccc2)CC1	114.1	104.4	114.5	111.2	-1.9	9.4	107.8	0.7
CCOc1ccc(NC(=O)CCc2nnc3ccc(N4CCC(C)CC4)nn23)cc1	105.1	103.5	111.0	105.9	-2.0	0.1	99.9	-1.6
Cc1csc(NC(=O)CNC(=O)OCc2ccccc2)n1	102.3	104.3	102.2	99.7	-6.3	15.6	106.1	7.2
COC(=O)COc1cccc2c(=O)n(CC(=O)NCCc3ccc(OC)c(OC)c3)ccc12	97.1	91.9	95.0	93.6	3.3	1.0	95.7	-2.2
Cc1nnc(SCC(=O)NCCN2C(=O)CSC2=O)s1	101.2	99.8	104.6	99.7	-7.4	-0.6	98.4	-0.7
Cn1c(CCc2ccccc2)nnc1SCC(=O)N1CCCC1	108.3	107.7	109.6	106.2	-10.4	13.3	104.7	-0.8
COc1cccc(CCc2nnc(CCC(=O)N3CCCC3c3nccs3)o2)c1 (configuration not stated)	106.5	105.4	104.7	110.6	7.5	4.3	99.9	0.7
CCCCCCCCCc1nc(N)n[nH]1	111.5	109.3	110.4	107.1	1.8	7.3	98.4	-0.9
CCC1CCC(NC(=O)Nc2cccc(OC)c2)CC1 (configuration not stated)	91.7	103.4	93.5	101.2	7.9	-1.7	94.6	20.2
Nc1nc(N)nc(-c2cccc(Cl)c2Cl)n1	87.1	90.5	92.1	95.0	1.6	-7.9	124.6	5.3
Cc1csc(NC(=O)c2ccc(=O)[nH]c2)n1	95.1	87.2	94.2	90.4	4.2	1.1	84.8	17.5
COC(=O)c1ccc(CSc2nnc(NC(=O)c3cc4c(s3)CCCC4)s2)cc1	88.4	92.4	89.5	90.3	2.4	5.0	92.6	2.7
CCOc1ccc(CSC2=NCCN2)cc1[N+](=O)[O-]	101.2	98.1	105.1	104.8	3.4	-6.2	97.8	3.1
CCOc1ccc2[nH]c(C)c(CN3CCOCC3)c(=O)c2c1	99.9	96.0	98.3	95.7	-0.3	5.3	93.5	1.4
CCc1ccc(NC(=O)CSc2nc3n[nH]c(C)c3c(=N)n2-c2cccc(OC)c2)cc1	96.8	100.4	100.7	98.3	10.6	4.2	99.4	10.6
O=C1CC(NS(=O)(=O)c2cccnc2)CN1c1ccccc1 (configuration not stated)	96.5	95.7	89.4	91.4	3.5	-0.9	97.9	1.8
S=C(Nc1ccccc1)Nc1ccc(Cl)cn1	98.3	101.5	94.1	92.7	-3.3	-4.7	126.1	23.9
CCCN1CCN(CCCNC(=O)Cn2nc(-c3ccc(C)cc3)ccc2=O)CC1	102.4	103.5	106.7	96.6	-7.5	-6.2	87.6	0.0

An excerpt of these results, with values under each structure:
Results follow in this order: AGP1 TOR yeast	MEP2 TOR yeast	CIT2 TOR yeast	RPL19A-GFP yeast	proCasp3 act	procasp7 counter	LAP4 TOR yeast	AHR activator
> CCOc1ccc2[nH]c(C)c(CN3CCOCC3)c(=O)c2c1
 : 99.9	96.0	98.3	95.7	-0.3	5.3	93.5	1.4
> CCCN1CCN(CCCNC(=O)Cn2nc(-c3ccc(C)cc3)ccc2=O)CC1
 : 102.4	103.5	106.7	96.6	-7.5	-6.2	87.6	0.0
> CCC1CCC(NC(=O)Nc2cccc(OC)c2)CC1 (configuration not stated)
 : 91.7	103.4	93.5	101.2	7.9	-1.7	94.6	20.2
> CCCCCCCCCc1nc(N)n[nH]1
 : 111.5	109.3	110.4	107.1	1.8	7.3	98.4	-0.9

(continued)
SMILES	AGP1 TOR yeast	MEP2 TOR yeast	CIT2 TOR yeast	RPL19A-GFP yeast	proCasp3 act	procasp7 counter	LAP4 TOR yeast	AHR activator
Cc1cc(N)n2ncc(-c3ccccc3)c2n1	84.6	104.0	80.5	86.4	2.1	3.2	94.2	61.2*
Cc1ccc2cc(/C=N/NC(=O)c3ccccc3O)c(Cl)nc2c1	103.8	105.4	95.9	100.7	-13.3	-33.0	105.3	13.1
CC(C)CCn1nc(C(=O)Nc2nc3c(s2)CCCC3)c2ccccc2c1=O	97.4	99.1	96.9	98.5	-1.0	-3.9	92.9	3.2
CN(CC(=O)NC1CCCCC1)S(=O)(=O)c1cccc2nsnc12	103.4	99.8	.	97.4	7.6	3.4	93.5	3.0
OCCOc1ccc(CN2CCCC(N3CCN(c4ccc(F)cc4)CC3)C2)cc1 (configuration not stated)	109.9	105.8	102.9	103.8	-0.1	12.8	102.5	-2.6
CCC1Oc2ccccc2N(CC(=O)NCCCN2CCN(CC)CC2)C1=O (configuration not stated)	102.2	97.1	105.2	97.8	-11.8	-1.9	96.0	-0.6
CC1CN(c2nc3c(c(=O)n(Cc4ccc(Cl)cc4)c(=O)n3C)n2C)CC(C)O1 (configuration not stated)	103.5	113.2	89.0	103.1	-2.5	-1.6	120.8	2.7
Cc1nn(C)c(Cl)c1C(=O)NC(C(=O)O)c1ccccc1 (configuration not stated)	100.4	99.3	96.8	100.8	-4.7	0.1	96.8	-3.8
Cc1cccnc1NC(=O)C1c2ccccc2Oc2ccccc21	94.3	100.6	100.0	99.9	5.3	-2.4	91.7	3.7
CC(NC(=O)c1ccc(CS(C)(=O)=O)cc1)c1ccc(-c2ccccc2)cc1 (configuration not stated)	102.3	102.9	107.1	104.0	4.0	4.3	96.7	0.2
NC[C@@H]1O[C@H](C23CC4CC(CC(C4)C2)C3)Cc2c1ccc(O)c2O	88.4	94.2	83.9	98.9	-5.9	-7.9	105.0	-0.8
COc1ccc(CNC(=O)CCN2C(=O)[C@@H]3Cc4ccccc4CN3C2=O)cc1	104.9	98.3	104.3	97.8	1.5	-1.4	93.5	-2.8
Cn1nc(C(=O)Nc2ccccc2Cl)cc1C(=O)Nc1ccccc1Cl	108.3	93.7	108.8	100.8	-1.8	6.4	117.1	-6.8
CN1CCC(=NNC(=O)C(=O)Nc2ccccc2)CC1	100.3	104.9	100.6	102.5	-2.1	7.6	102.0	-0.2
CN(CCc1ccccn1)C(=O)CC1C(=O)NCCN1Cc1ccc(-c2ccccc2)cc1 (configuration not stated)	96.0	91.7	86.0	90.0	10.8	5.3	94.9	-0.2
O=C(CCS(=O)(=O)c1ccc(Cl)cc1)NCCc1c[nH]c2ccccc12	94.4	90.2	86.6	95.5	11.2	12.6	103.1	14.6
CCOC(=O)c1ccc(N2C(=O)CC(Sc3nc(C)cc(C)n3)C2=O)cc1 (configuration not stated)	99.5	105.7	98.8	100.0	.	.	95.6	.
Cc1ccc(N(CC(=O)NCc2ccncc2)S(C)(=O)=O)cc1Cl	101.2	104.8	97.2	98.2	1.4	1.8	100.9	-0.4
N#Cc1cn(-c2ccccc2)nc1-c1ccco1	86.9	100.5	.	98.7	9.9	2.6	99.5	19.5
CC(=O)c1cc2c(cc1NS(=O)(=O)c1ccc(C)cc1)OCCO2	103.9	101.7	102.2	98.0	0.5	2.3	95.5	-2.1
C[C@H](NC(=O)c1nc[nH]c1C(=O)N1CCN(C(=O)OC(C)(C)C)CC1)C(=O)OCc1ccccc1	89.1	94.9	74.3	99.9	7.8	10.8	107.4	0.0

Bioassay records as filed in PubChem BioAssay.
